IEC-6 cytotox = cytotoxicity in IEC-6 intestinal epithelial cells, primary screen, cytotoxicity control for KLF5 inhibitor project, cell-based, luminescence; IEC-6 cytotoxicity, luminescence viability; inhibition, % at 5 µM; actives 0.78% (n = 290,000); AID 1825, 2009; in the data active = inhibition above about 22%;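 also: 0% = plate median of test compound wells and 100% = cytotoxic reference compound wells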
SKKanGAS inh = S. pyogenes SKKanGAS growth inhibitors in kanamycin, primary screen, streptokinase expression inhibitor project, SKKanGAS strain, BacTiter-Glo luminescence; AID 1662, 2009; inhibition, % at 7.5 µM; actives 1.3% (n = 300,000); 6 h;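 active = mean replicate score, as percent of positive control median, at least 50; inconclusive = mean below 50 but one replicate at or above 50; inactive = mean and every replicate below 50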;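 also: strain carries kanamycin resistance gene driven by streptokinase promoter and grows in 40 µg/ml kanamycin; loss of luminescence reflects streptokinase promoter inhibition or plain growth inhibition; 0% = median of DMSO wells and 100% = positive control at its reference dose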
aSyn 5UTR inh = MLPCN primary screen, SNCA 5' untranslated region. AID 1813, 2009. actives 0.82% (n = 300,000). inhibition, % (tested at 7.5 µM). alpha-synuclein 5'UTR reporter, inhibitor activity; in the data active = inhibition above about 60%; inconclusive = no clear call, values can overlap the other calls;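 also: H4 neuroglioblastoma cells stably carrying SNCA 5'UTR luciferase fusion; 0% = DMSO wells and 100% = positive control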
HSF1 activator = HSF-1 activators, primary screen, NIH3T3-HGL cells, MG132 stress, luminescence, single point; activation, % at 9 µM; NIH3T3-HGL HSF-1 luciferase reporter, 8 h; 100% = twice DMSO control signal; actives 1.7% (n = 300,000); AID 504408, 2011;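 active = mean replicate activation of at least 50% with a set share of replicates each reaching 50%; inconclusive = only one of those two conditions met; inactive = mean below 50% and too few replicates reaching it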;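 also: 0% = median of the neutral control wells and 100% = twice that signal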
KLF5 inhibitor = KLF5 expression inhibitors, primary screen, DLD-1 cells, luminescence; DLD-1 KLF5 promoter-luciferase reporter; inhibition, % at 5 µM; actives 0.23% (n = 290,000);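 active = inhibition above a per-plate limit of that plate's mean compound inhibition plus 3 SD, cut at about 60% in these data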;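 also: 0% = DMSO wells and 100% = LY294002 at 200 µM; higher means less KLF5 promoter-driven luciferase light; inactives centre near -14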
HSP90 refold inh = HSP90 inhibitors, primary screen, cell lysate, luminescence. Heat shock protein HSP 90 (rabbit reticulocyte lysate; luciferase refolding). Rabbit reticulocyte lysate, luciferase refolding luminescence, 3 h. inhibition, % at 5.6 µM. actives 0.91% (n = 290,000). AID 1789, 2009;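 active = inhibition above the screen-wide mean plus 3 SD, computed separately per campaign, cut at about 16% in these data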;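 also: 0% = DMSO wells and 100% = 60 µM geldanamycin wells; inhibitors lower the luminescence because luciferase stays unfolded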
HSF1 inhib = HSF1 inhibitors in luciferase reporter cells, primary screen, cell-based, NIH3T3, luminescence; NIH3T3-HGL HSE-luciferase, MG132-induced, luminescence 8 h; stronger effect = lower value; activity change, negative = inhibition, % at 7.5 µM (by protocol); actives 0.77% (n = 300,000);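 active = more than half of replicate wells show activity change below -50%, luminescence cut by over half; inconclusive = some wells, but at most half, below -50%; inactive = no replicate well below -50%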;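 also: luciferase reports HSF-1 transcriptional activity via heat shock element; 0% = median of DMSO wells and -100% = zero luminescence signal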
Platelet DG rel = inhibitors of platelet dense granule secretion, primary screen, cell-based, MLPCN, human platelets; inhibition, %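 (compounds screened at 7.5 µM in platelet-rich plasma)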; actives 0.22% (n = 300,000); human platelet-rich plasma, SFLLRN dense granule ATP release, luminescence;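 active = mean replicate score, as percent of positive control, at or above 50; inconclusive = mean below 50 but at least one replicate at or above 50; inactive = mean and every replicate below 50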
AI-2 QS mod = Vibrio harveyi AI-2 quorum sensing modulators, primary screen, JMH597 strain, luminescence/OD600 ratio | AID 2094, 2009 | activity change, % at 7.5 µM | Vibrio harveyi JMH597 AI-2 luminescence/OD600 ratio, 9 h; stronger effect = lower value; strain lacks LuxN and CqsS sensors; 0 = neutral-control median | actives 0.4% (n = 300,000); in the data active = activity change below about -75%, passing the limit was not always enough; inconclusive = no clear call, values can overlap the other calls;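 also: luminescence divided by OD600 gain over 9 h not by final OD600 alone; inactives centre near 13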
HIF activator = HIF pathway transcriptional activators, primary screen, cell-based, U2OS HRE-luciferase, luminescence; U2OS HRE-luciferase reporter; normalized: DMSO 0%, desferrioxamine 100%; activation, % at 7.5 µM (by protocol); actives 0.32% (n = 300,000); AID 1910, 2009;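 active = mean activation of at least 10% of the iron chelator positive control signal, with at least half of replicates also reaching 10%; inconclusive = mean and replicate majority disagree about reaching 10%; inactive = mean and most replicates under 10%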
* marks the source's active call; other numbers are inactive results; & = joins results of further samples. This is a random part of the collection; 6% or so of the library scored in one or more.

Screening Cc1[nH]c2ccccc2c1C(=O)CSc1ccc(Cl)cc1 returned IEC-6 cytotox -2, SKKanGAS inh -8, aSyn 5UTR inh -32, HSF1 activator 54*, KLF5 inhibitor -20, HSP90 refold inh 4, HSF1 inhib 34, Platelet DG rel 3, AI-2 QS mod 21 and HIF activator 0.6.
`Cc1ccc(CNC(=O)C2CNc3cc(C)ccc3O2)cc1` (stereo not given) gave IEC-6 cytotox -1, SKKanGAS inh 2, aSyn 5UTR inh 5, HSF1 activator 30, KLF5 inhibitor 10, HSP90 refold inh 5, HSF1 inhib 15, Platelet DG rel 0, AI-2 QS mod -6 and HIF activator 0.3.
`CCOC(=O)c1cnc(SCC(=O)NCc2cccs2)nc1N` gave IEC-6 cytotox -2, SKKanGAS inh 0, aSyn 5UTR inh -7, HSF1 activator 5, KLF5 inhibitor -5, HSP90 refold inh 4, HSF1 inhib 0, Platelet DG rel -2, AI-2 QS mod 8 and HIF activator -1.4.
`Cc1ccc(N(CCC#N)C(=O)CN2C(=O)NC(Cc3ccccc3)C2=O)cc1` (stereo not given) gave IEC-6 cytotox 3, SKKanGAS inh -1, aSyn 5UTR inh 1, HSF1 activator -13, KLF5 inhibitor -15, HSP90 refold inh -3, HSF1 inhib -2, Platelet DG rel -14, AI-2 QS mod 0 and HIF activator 2.2.
Cc1c(C(=O)Nc2ccc3c(c2)CCC3)cccc1[N+](=O)[O-] was read as IEC-6 cytotox 7, SKKanGAS inh -2, aSyn 5UTR inh -204, HSF1 activator 57*, KLF5 inhibitor -150, HSP90 refold inh -5, HSF1 inhib 19, Platelet DG rel -4, AI-2 QS mod 12 and HIF activator 1.7.
For CCOC(=O)c1c(C)[nH]c(C(=O)CSc2nccc(C)n2)c1C the results were IEC-6 cytotox 1, SKKanGAS inh -11, aSyn 5UTR inh -129, HSF1 activator inconclusive, KLF5 inhibitor -1, HSP90 refold inh 0, HSF1 inhib 28, Platelet DG rel -4, AI-2 QS mod 0 and HIF activator 1.4.
CCN(CC)S(=O)(=O)c1ccc(-c2nnco2)cc1 was read as IEC-6 cytotox -2, SKKanGAS inh 2, aSyn 5UTR inh -5, HSF1 activator -10, KLF5 inhibitor -12, HSP90 refold inh -1, HSF1 inhib 5, Platelet DG rel 1, AI-2 QS mod 46 and HIF activator -0.9.
For O=C(Nc1cccc([N+](=O)[O-])c1)c1ccc2c(c1)C(=O)N(c1ccccn1)C2=O the results were IEC-6 cytotox 2, SKKanGAS inh 0, aSyn 5UTR inh -9, HSF1 activator 11, KLF5 inhibitor -33, HSP90 refold inh 2, HSF1 inhib -3, Platelet DG rel 13, AI-2 QS mod 51 and HIF activator -0.6.
`COc1cc(/C=N/NC(=O)NC2CCCCC2)ccc1O` gave IEC-6 cytotox 3, SKKanGAS inh -2, aSyn 5UTR inh -3, HSF1 activator 5, KLF5 inhibitor 6, HSP90 refold inh -1, HSF1 inhib 1, Platelet DG rel 5, AI-2 QS mod 18 and HIF activator 0.1.
COc1cccc(OCC(=O)O)c1 was read as IEC-6 cytotox -2, SKKanGAS inh -1, aSyn 5UTR inh 5, HSF1 activator -1, KLF5 inhibitor -4, HSP90 refold inh 2, HSF1 inhib -4, Platelet DG rel -3, AI-2 QS mod 16 and HIF activator -1.2.
For CC1CCCC(NC(=O)CCn2c(=S)oc3ccccc32)C1C (stereo not given) the results were IEC-6 cytotox -4, SKKanGAS inh -16, aSyn 5UTR inh 27, HSF1 activator 5, KLF5 inhibitor -16, HSP90 refold inh 2, HSF1 inhib -2, Platelet DG rel -5, AI-2 QS mod 8 and HIF activator -0.2.
For CN1CC(=O)N2C(c3cccc([N+](=O)[O-])c3)c3[nH]c4ccccc4c3C[C@H]2C1=O (stereo not given in full) the results were IEC-6 cytotox 34*, SKKanGAS inh -3, aSyn 5UTR inh 17, HSF1 activator -5, KLF5 inhibitor 32, HSP90 refold inh 0, HSF1 inhib -4, Platelet DG rel -1, AI-2 QS mod 15 and HIF activator -0.3.
Screening COc1ccc(Cc2nc3ccc(S(=O)(=O)N4CCOCC4)cc3[nH]2)cc1OC returned IEC-6 cytotox -2, SKKanGAS inh -5, aSyn 5UTR inh 0, HSF1 activator 1, KLF5 inhibitor -15, HSP90 refold inh -6, HSF1 inhib 2, Platelet DG rel 2, AI-2 QS mod -70 and HIF activator 0.1.
Screening COC(=O)N1C(=O)[C@](CC(C)C)(c2ccccc2)N1C(=O)OC returned IEC-6 cytotox -3, SKKanGAS inh 0, aSyn 5UTR inh -5, HSF1 activator 17, KLF5 inhibitor 2, HSP90 refold inh -3, HSF1 inhib 12, Platelet DG rel 1, AI-2 QS mod 18 and HIF activator 0.2.
CCCNC(=O)c1ccc2c(c1)nc(C)n2-c1cccc(Cl)c1 was read as IEC-6 cytotox 0, SKKanGAS inh -11, aSyn 5UTR inh -39, HSF1 activator 12, KLF5 inhibitor -23, HSP90 refold inh -2, HSF1 inhib 0, Platelet DG rel 1, AI-2 QS mod 9 and HIF activator 0.3.
For Cc1ccc(C(C)C)c(OCCCN2C(=O)NC(C)(C)C2=O)c1 the results were IEC-6 cytotox 6, SKKanGAS inh -11, aSyn 5UTR inh -20, HSF1 activator 8, KLF5 inhibitor 1, HSP90 refold inh 1, HSF1 inhib 6, Platelet DG rel -5, AI-2 QS mod 19 and HIF activator -0.4.
For Cc1c(C(=O)O)oc2c1C(O)CC(C)(C)C2 (stereo not given) the results were IEC-6 cytotox -5&0, SKKanGAS inh -3&-2, aSyn 5UTR inh 4&-2, HSF1 activator -7&-3, KLF5 inhibitor -11&10, HSP90 refold inh -3&3, HSF1 inhib -2&6, Platelet DG rel 4&-2, AI-2 QS mod 21&30 and HIF activator 0.0&-0.7.
Cc1ccc(-c2n[nH]c(Cc3ccccc3)n2)cc1 was read as IEC-6 cytotox -1, SKKanGAS inh -2, aSyn 5UTR inh -126, HSF1 activator 33, KLF5 inhibitor -153, HSP90 refold inh -6, HSF1 inhib 27, Platelet DG rel -4, AI-2 QS mod -25 and HIF activator 3.5.
Screening Cc1ccc(C2=NC(C)(C)NC2=O)cc1 returned IEC-6 cytotox -7, SKKanGAS inh 0, aSyn 5UTR inh 13, HSF1 activator 1, KLF5 inhibitor 0, HSP90 refold inh 5, HSF1 inhib -2, Platelet DG rel -4, AI-2 QS mod 10 and HIF activator -0.1.
For COc1ccc(N2CCN(C3CC(=O)N(Cc4ccccc4)C3=O)CC2)cc1 (stereo not given) the results were IEC-6 cytotox -3, SKKanGAS inh -1, aSyn 5UTR inh 12, HSF1 activator 8, KLF5 inhibitor -9, HSP90 refold inh 1, HSF1 inhib -6, Platelet DG rel 0, AI-2 QS mod 12 and HIF activator -0.2.
For Cc1ccc(C)c2sc(NC(=O)C3CC3)nc12 the results were IEC-6 cytotox -7, SKKanGAS inh 4, aSyn 5UTR inh -47, HSF1 activator 18, KLF5 inhibitor -13, HSP90 refold inh -2, HSF1 inhib 5, Platelet DG rel 3, AI-2 QS mod 14 and HIF activator -0.2.
Screening CCOC(=O)C1CCCN(C(=O)c2ccc3c(c2)N(Cc2ccccc2)C(=O)c2ccccc2S3=O)C1 (stereo not given) returned IEC-6 cytotox 3, SKKanGAS inh -3, aSyn 5UTR inh 14, HSF1 activator 13, KLF5 inhibitor 12, HSP90 refold inh 3, HSF1 inhib -10, Platelet DG rel 0, AI-2 QS mod 1 and HIF activator -0.3.
Screening CCOC(=O)N1CCN(S(=O)(=O)CCNC(=O)c2cccc(OC)c2)CC1 returned SKKanGAS inh 1, aSyn 5UTR inh 18, HSF1 activator 8, HSF1 inhib -4, Platelet DG rel 1, AI-2 QS mod 16 and HIF activator -26.
For O=C(CCc1ccccc1)N1CCN(c2ccccn2)CC1 the results were IEC-6 cytotox -8, SKKanGAS inh 3, aSyn 5UTR inh -2, HSF1 activator -36, KLF5 inhibitor -25, HSP90 refold inh 1, HSF1 inhib -22, Platelet DG rel -1, AI-2 QS mod -1 and HIF activator -0.1.
O=C1Nc2c(ccc(Cl)c2Cl)C(=O)C1(F)c1ccccc1 (stereo not given) was read as IEC-6 cytotox 9, SKKanGAS inh 3, aSyn 5UTR inh -3, HSF1 activator -13, KLF5 inhibitor -15, HSP90 refold inh 4, HSF1 inhib -7, Platelet DG rel -11, AI-2 QS mod 14 and HIF activator -0.6.
Screening C=CCc1cccc(/C=N/NC(=O)c2ccccc2OC)c1O returned IEC-6 cytotox 41*, SKKanGAS inh 32, aSyn 5UTR inh 8, HSF1 activator 30, KLF5 inhibitor -13, HSP90 refold inh 0, HSF1 inhib 17, Platelet DG rel 5, AI-2 QS mod 47 and HIF activator 6.9.
For O=C(COc1ccccc1)Nc1ccc(OC(F)(F)C(F)F)c(NC(=O)COc2ccccc2)c1 the results were IEC-6 cytotox -7, SKKanGAS inh 0, aSyn 5UTR inh 6, HSF1 activator 17, KLF5 inhibitor -20, HSP90 refold inh 0, HSF1 inhib 8, Platelet DG rel 1, AI-2 QS mod -1 and HIF activator 0.3.
Screening COc1ccccc1C(=O)NC(=O)COC(=O)c1cccc(C)c1O returned SKKanGAS inh 0, aSyn 5UTR inh -5, HSF1 activator -6, HSF1 inhib -8, Platelet DG rel 4, AI-2 QS mod 25 and HIF activator -0.2.
`CCOC(=O)COc1ccc2c(C)cc(=O)oc2c1C(=O)c1ccccc1` gave IEC-6 cytotox 1, SKKanGAS inh -9, aSyn 5UTR inh 7, HSF1 activator -4, KLF5 inhibitor 0, HSP90 refold inh -3, HSF1 inhib -7, Platelet DG rel -7, AI-2 QS mod 5 and HIF activator -0.1.
For O=C(COC(=O)c1cc2ccccc2oc1=O)Nc1cccc(Br)c1 the results were SKKanGAS inh 0, aSyn 5UTR inh 4, HSF1 activator -4, HSF1 inhib 4, Platelet DG rel -26 and HIF activator 0.1.

A stretch taken from the entries so far, for reference:
For Cc1ccc(C)c2sc(NC(=O)C3CC3)nc12 the results were IEC-6 cytotox -7, SKKanGAS inh 4, aSyn 5UTR inh -47, HSF1 activator 18, KLF5 inhibitor -13, HSP90 refold inh -2, HSF1 inhib 5, Platelet DG rel 3, AI-2 QS mod 14 and HIF activator -0.2.
Screening CCOC(=O)C1CCCN(C(=O)c2ccc3c(c2)N(Cc2ccccc2)C(=O)c2ccccc2S3=O)C1 (stereo not given) returned IEC-6 cytotox 3, SKKanGAS inh -3, aSyn 5UTR inh 14, HSF1 activator 13, KLF5 inhibitor 12, HSP90 refold inh 3, HSF1 inhib -10, Platelet DG rel 0, AI-2 QS mod 1 and HIF activator -0.3.

Screening data (PubChem)
